Assay outcomes deposited in PubChem BioAssay by Sanford-Burnham Center for Chemical Genomics.
TIM10 inh – growth inhibitors of TIM10 yeast strain; S. cerevisiae TIM10 strain growth, BacTiter-Glo luminescence, 24 h; inhibition, % at 10 µM; actives 1.4% (n = 330,000); AID 463195;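 active = inhibition of 40% or more at the single tested concentration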;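 also: wild-type TIM10 isogenic control strain grown at permissive 25 °C; 0% = DMSO yeast wells and 100% = minimal medium wells without yeast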
697 NFkB inh – inhibitors of the PMA/ionomycin-induced NF-kB reporter in 697 B cells; inhibition, % at 4 µM; actives 0.33% (n = 330,000); 697 B-cell NF-kB luciferase reporter, 16 h; AID 435022; in the data active = inhibition above about 35%
tim23-1 inh – growth inhibitors of tim23-1 mutant yeast; inhibition, % at 20 µM; S. cerevisiae tim23-1 growth, BacTiter-Glo luminescence, 24 h; actives 1.3% (n = 330,000);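 active = growth inhibition of the mutant yeast at or above 50%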;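 also: temperature-sensitive mutant grown at 25 °C; plate controls were DMSO-treated mutant yeast for no effect and medium wells lacking yeast for full effect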
tim10-1 inh – growth inhibitors of tim10-1 mutant yeast; S. cerevisiae tim10-1 ts strain growth, BacTiter-Glo, 24 h; inhibition, % at 20 µM; actives 2.2% (n = 330,000); AID 463190;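 active = inhibition of at least 40%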;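 also: mutant grown at 25 °C; 0% = DMSO wells with yeast and 100% = wells holding no yeast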
Mdm2 MdmX PPI – disrupts the human Mdm2-MdmX interaction | SaOS-2 split-luciferase Mdm2/MdmX complementation, luminescence | inhibition, % at 8 µM | actives 3% (n = 330,000) | AID 485346;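 active = inhibition of at least 50% at 8 µM in the primary screen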
Target sequence (O15151 whole entry, looked up): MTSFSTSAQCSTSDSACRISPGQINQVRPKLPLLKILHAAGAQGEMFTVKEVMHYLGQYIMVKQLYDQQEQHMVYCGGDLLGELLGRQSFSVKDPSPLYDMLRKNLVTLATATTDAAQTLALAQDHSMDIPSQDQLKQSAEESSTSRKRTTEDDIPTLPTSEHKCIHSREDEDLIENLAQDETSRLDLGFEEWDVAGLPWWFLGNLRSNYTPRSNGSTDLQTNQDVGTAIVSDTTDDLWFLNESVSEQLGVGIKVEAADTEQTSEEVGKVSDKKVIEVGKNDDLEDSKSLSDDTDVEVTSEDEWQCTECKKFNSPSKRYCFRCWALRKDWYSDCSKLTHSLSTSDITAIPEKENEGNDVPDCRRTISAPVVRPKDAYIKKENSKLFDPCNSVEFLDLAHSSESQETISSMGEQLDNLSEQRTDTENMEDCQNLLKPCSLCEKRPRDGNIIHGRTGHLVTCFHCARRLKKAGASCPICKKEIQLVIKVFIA
Target sequence (Q00987 whole entry, looked up): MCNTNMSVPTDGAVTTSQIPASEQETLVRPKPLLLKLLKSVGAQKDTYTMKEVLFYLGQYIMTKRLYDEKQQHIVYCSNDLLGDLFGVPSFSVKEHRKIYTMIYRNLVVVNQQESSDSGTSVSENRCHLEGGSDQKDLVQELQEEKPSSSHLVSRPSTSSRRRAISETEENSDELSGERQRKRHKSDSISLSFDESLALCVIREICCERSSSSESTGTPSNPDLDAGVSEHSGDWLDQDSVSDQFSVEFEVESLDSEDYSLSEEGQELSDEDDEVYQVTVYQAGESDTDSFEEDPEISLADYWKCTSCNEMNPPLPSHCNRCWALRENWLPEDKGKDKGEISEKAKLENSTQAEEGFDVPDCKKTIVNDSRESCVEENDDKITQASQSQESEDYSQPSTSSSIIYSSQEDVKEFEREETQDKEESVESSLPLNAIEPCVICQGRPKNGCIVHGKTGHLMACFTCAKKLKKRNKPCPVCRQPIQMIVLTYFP
UPR XBP1 act – adaptive UPR (XBP1) activation; activation, % at 20 µM; CHO-XBP1 luciferase reporter, IRE1-XBP1 UPR activation, luminescence; percent of tunicamycin response, DMSO as zero; actives 0.33% (n = 330,000);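 active = versus positive control, 20 µM dose yields 30% or more activation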;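 also: 100% = tunicamycin at 10 µg/mL and 0% = DMSO only wells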
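Material: CHO cell line with stable XBP1 luciferase reporter; schedule: 16-18 h cell attachment at 37 °C, then 6 h compound exposure; signal: glow luminescence from Steady-Glo reagent; medium: serum-containing F12 medium, 10% FBS; benchmarks: tunicamycin 10 µg/mL and vehicle-only wells; read-out: percent activation relative to tunicamycin reference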
UPR CHOP act – apoptotic UPR (CHOP) activation; CHO-CHOP luciferase reporter, luminescence; percent of tunicamycin response over DMSO baseline; activation, % at 10 µM; actives 0.34% (n = 330,000);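 active = at 10 µM dose, activation of 40% or more, normalized to positive control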;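 also: 100% = tunicamycin at 10 µg/mL and 0% = DMSO alone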
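System: CHO-CHOP luciferase reporter cell line; amount: 500 cells/well; buffer or medium: F12 medium containing 10% fetal bovine serum; incubation: 6 h compound exposure at 37 °C after overnight seeding; measured by: luciferase luminescence after 10 min with Steady-Glo reagent; evaluation: % reporter activation, DMSO baseline versus tunicamycin full activation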
Jurkat NFkB inh – lowers PMA/ionomycin-induced NF-kB signal in Jurkat cells; PMA/ionomycin-induced NF-kB luciferase reporter, luminescence; inhibition, % at 4 µM; actives 0.53% (n = 330,000); AID 435003; in the data active = inhibition above about 50%
An asterisk follows results filed as active; · = not tested or not shown.

1) CCN1CCCC1CNC(=O)CCc1nnc(CCC2CCCCC2)o1 (centres undefined)
2) Cc1sc2ccccc2[n+]1CCC(C)S(=O)(=O)[O-] (centres undefined)
3) Cc1cc(C)nc(Nc2n[nH]c(COc3ccc(Cl)cc3)n2)n1
4) C=CCc1cc(/C=C2/NC(=O)N(CC)C2=O)cc(OCC)c1OCc1ccc(C(=O)O)cc1
5) CCc1ccc(NCCC(=O)c2ccc(Br)cc2)cc1
6) COc1ccc2cc3cc(C(=O)N4CCN(c5ccccn5)CC4)oc3nc2c1
7) O=C(C1CC(Cl)CN1S(=O)(=O)c1ccc(Cl)cc1)N1CCOCC1 (centres undefined)
8) COc1ccc(C(=O)c2c(C(F)(F)F)oc3c2C(=O)c2ccccc2C3=O)cc1OC
entry no.	1	2	3	4	5	6	7	8
TIM10 inh	-1	-1	9	11	-24	55*	-10	38
697 NFkB inh	1	10	19	34	-4	4	11	-26
tim23-1 inh	-2	10	-5	12	-3	54*	-6	67*
tim10-1 inh	8	-1	-1	14	4	44*	-6	52*
Mdm2 MdmX PPI	-2	19	22	38	11	40	24	86*
UPR XBP1 act	0	1	-1	-1	-1	-1	-2	-5
UPR CHOP act	0.3	-1.5	-0.6	-1.0	1.9	-1.0	-2.0	5.8
Jurkat NFkB inh	-4	11	-1	13	-11	2	-3	32

9) O=C(Nc1nccs1)C1CCCCN1S(=O)(=O)c1ccccc1 (centres undefined)
10) CCOC(=O)c1c(NC(=O)c2ccco2)n(C2CCCCC2)c2nc3ccccc3nc12
11) C=CCNC(=S)N(CC=C)C1CCS(=O)(=O)C1 (centres undefined)
12) CSc1ccccc1C(=O)C1CCCN(S(=O)(=O)N(C)C)C1 (centres undefined)
13) O=C(Nc1cc(C(=O)N2CCCC2)ccc1N1CCCC1)c1ccccc1F
14) CCOc1ccccc1NS(=O)(=O)c1ccc2oc(=O)ccc2c1
15) O=C(NCCCN1CCCC1=O)Nc1ccccc1Cl
16) Clc1cccc2sc(N3CCCCC3)nc12
entry no.	9	10	11	12	13	14	15	16
TIM10 inh	0	0	-4	1	-20	25	15	2
697 NFkB inh	-11	21	0	-8	44*	3	-19	-57
tim23-1 inh	10	23	-3	21	-43	32	5	32
tim10-1 inh	23	31	8	4	-19	22	-9	20
Mdm2 MdmX PPI	-40	37	8	6	-19	3	-24	-12
UPR XBP1 act	-2	5	-2	-4	-2	-3	-1	3
UPR CHOP act	0.5	40*	-1.1	-1.6	2.5	2.9	-0.1	6.0
Jurkat NFkB inh	-13	0	1	-12	11	5	0	-53

Entries of single compounds, quoted from the list. Order of values: TIM10 inh | 697 NFkB inh | tim23-1 inh | tim10-1 inh | Mdm2 MdmX PPI | UPR XBP1 act | UPR CHOP act | Jurkat NFkB inh
`O=C(Nc1cc(C(=O)N2CCCC2)ccc1N1CCCC1)c1ccccc1F` across the screens: -20 | 44* | -43 | -19 | -19 | -2 | 2.5 | 11
`CSc1ccccc1C(=O)C1CCCN(S(=O)(=O)N(C)C)C1` (centres undefined) across the screens: 1 | -8 | 21 | 4 | 6 | -4 | -1.6 | -12
`CCOc1ccccc1NS(=O)(=O)c1ccc2oc(=O)ccc2c1` across the screens: 25 | 3 | 32 | 22 | 3 | -3 | 2.9 | 5
`O=C(Nc1nccs1)C1CCCCN1S(=O)(=O)c1ccccc1` (centres undefined) across the screens: 0 | -11 | 10 | 23 | -40 | -2 | 0.5 | -13

More results
17) COc1ccccc1/C=C/C(=O)c1c2c(c(C)[nH]c1=O)CCCC2
18) O=C(N/N=C/c1ccc(O)cc1)c1cc(C23CC4CC(CC(C4)C2)C3)[nH]n1
19) C/C(=N\NC(=O)c1nn(C)cc1Br)c1ccncc1
20) Cc1ccc(/C=N/NC(=O)CSc2ccccn2)o1
21) COC(=O)c1c(NC(=O)c2cccnc2Cl)sc(C(=O)N(C)C)c1C
22) O=C(c1ccc2c(c1)N(Cc1ccc(F)cc1)C(=O)CS2)N1CCOCC1
23) Cc1ccc2c(c1)nnn2C1CCN(C(=O)C2CCCCC2)CC1
24) CCC(C)C(=O)Nc1ccc(S(=O)(=O)N2CCCC2)cc1 (centres undefined)
entry no.	17	18	19	20	21	22	23	24
TIM10 inh	19	-3	-21	-8	-7	1	7	8
697 NFkB inh	28	13	1	-1	16	7	13	6
tim23-1 inh	13	6	-11	-3	11	1	18	13
tim10-1 inh	25	12	-15	16	-4	12	18	1
Mdm2 MdmX PPI	85*	-13	-2	5	23	17	2	16
UPR XBP1 act	-1	1	-1	1	6	-2	-2	-3
UPR CHOP act	1.7	-0.3	2.6	-0.2	3.9	0.6	-0.8	0.5
Jurkat NFkB inh	14	-9	-12	-17	7	13	6	-5

Given with values under each structure: 2 of the compounds above
Each structure is followed by: TIM10 inh, 697 NFkB inh, tim23-1 inh, tim10-1 inh, Mdm2 MdmX PPI, UPR XBP1 act, UPR CHOP act, Jurkat NFkB inh
18	O=C(N/N=C/c1ccc(O)cc1)c1cc(C23CC4CC(CC(C4)C2)C3)[nH]n1
    -3, 13, 6, 12, -13, 1, -0.3, -9
19	C/C(=N\NC(=O)c1nn(C)cc1Br)c1ccncc1
    -21, 1, -11, -15, -2, -1, 2.6, -12

Entries by screen from the list.
TIM10 inh, nos. 17–24: 19, -3, -21, -8, -7, 1, 7, 8
Mdm2 MdmX PPI, nos. 17–24: 85*, -13, -2, 5, 23, 17, 2, 16

(list continues)
25) O=C1NC(=O)/C(=C/c2ccccn2)S1
26) CCOC(=O)C1=C(C)NC(SCC(=O)Nc2nc(C)cs2)=C(C#N)C1c1cccs1 (centres undefined)
27) COc1ccc(C(=O)NCCNc2ccc([N+](=O)[O-])cn2)cc1
28) Cn1c(N)c(C(=O)COC(=O)CSc2ccc3ccccc3c2)c(=O)n(C)c1=O
29) COc1cc(C2CC(=O)Oc3cc(C)c(Cl)c(C)c32)cc(OC)c1OC (centres undefined)
30) COc1ccc(S(=O)(=O)Nc2nc3ccccc3s2)cc1OC
31) CNc1ccc(/C=C(\C#N)C(=O)Nc2ccccn2)cc1[N+](=O)[O-]
32) O=S(=O)([N-]c1nc2ccccc2nc1-[n+]1ccc(-c2ccncc2)cc1)c1ccccc1
entry no.	25	26	27	28	29	30	31	32
TIM10 inh	-9	26	-16	16	-12	8	0	10
697 NFkB inh	-14	19	11	-2	11	19	17	-97
tim23-1 inh	-3	27	-35	11	28	1	-16	-2
tim10-1 inh	3	25	-21	32	7	2	5	11
Mdm2 MdmX PPI	-3	29	15	-9	9	17	16	-26
UPR XBP1 act	-1	-2	-2	-2	2	1	8	2
UPR CHOP act	0.2	0.0	1.1	-0.2	1.0	-0.2	2.8	1.3
Jurkat NFkB inh	-12	12	11	-3	·	-9	6	-88

33) C/C(=N/NC(=O)c1ccncc1)c1ccccc1
34) COC(=O)c1sc(NC(=O)/C=C/c2ccccc2Cl)nc1C
35) Cc1ccc(CN(Cc2cc3cccc(C)c3[nH]c2=O)C(=S)NCCCN(C)C)cc1
36) CCn1c(SCC(=O)Nc2ccc3c(c2)OCCO3)nnc1-c1cccnc1
37) Cc1noc(C)c1COc1ccc(C(=O)OCC(=O)N2c3ccccc3NC(=O)C2(C)C)cc1
38) COC(=O)CC1COc2ccccc2N1C(=O)c1ccc(Cl)cc1 (centres undefined)
39) CCCCNC(=S)NNC(=O)CCn1cc(C)cn1
40) CCN1CCN(Cc2ccc(NC(=O)c3ccc(C)c(/C=C/c4cnc(Nc5cc(N6CCNCC6)nc(C)n5)cn4)c3)cc2C(F)(F)F)CC1
entry no.	33	34	35	36	37	38	39	40
TIM10 inh	-6	-34	6	-6	-2	26	13	2
697 NFkB inh	4	6	-7	-11	-22	0	0	12
tim23-1 inh	2	-10	10	9	16	39	5	6
tim10-1 inh	1	17	-1	12	-7	19	0	4
Mdm2 MdmX PPI	-14	29	47	1	4	13	-7	88*
UPR XBP1 act	-2	1	1	-2	1	0	-1	-1
UPR CHOP act	1.1	3.2	2.2	1.7	-2.5	-0.1	1.5	-3.3
Jurkat NFkB inh	-10	-16	0	-5	5	-9	-2	-72

41) CCn1nnnc1SCC(=O)Nc1nc2ccccc2s1
42) Cc1nc2ccccc2c(=O)n1NC(=O)c1cccnc1Cl
43) Cc1ccc(S(=O)(=O)N(Cc2cc3ccccc3[nH]c2=O)CC2CCCO2)cc1 (centres undefined)
44) NS(=O)(=O)c1ccc(NC2=CC(c3ccc(F)cc3)N(c3ccc(S(N)(=O)=O)cc3)C2=O)cc1 (centres undefined)
45) c1cncc(-c2noc(-c3ccc4ccccc4c3)n2)c1
46) COC(=O)c1ccc(-c2noc(CN(C)CCC3CCCCO3)n2)cc1 (centres undefined)
47) CN(C)C=Nc1ncc2c([nH]c3ccccc32)c1C#N
48) O=C(NCc1ccc(Cl)cc1)C1CCN(S(=O)(=O)c2cccs2)CC1
entry no.	41	42	43	44	45	46	47	48
TIM10 inh	2	13	19	-8	19	-1	27	0
697 NFkB inh	-9	14	-5	13	-239	4	-22	12
tim23-1 inh	-4	5	24	19	17	19	19	6
tim10-1 inh	10	-5	0	-7	23	14	7	5
Mdm2 MdmX PPI	7	0	0	2	-260	-21	72*	4
UPR XBP1 act	1	-1	1	-1	-6	-2	1	-3
UPR CHOP act	2.0	0.6	0.7	0.2	-0.9	-1.6	1.5	-0.3
Jurkat NFkB inh	1	-6	-28	-3	-110	-1	-15	0

49) COc1ccccc1C(=O)n1nc(-c2cccnc2)nc1N
50) Cc1nc2ccc(S(=O)(=O)NCC(=O)N(C)Cc3ccccc3)cc2s1
51) O=C(Cc1nnc(NC(=O)c2cccc([N+](=O)[O-])c2)s1)NCc1ccccc1
52) O=C1C2C(C(=O)N1CCc1ccccc1)C1C=CC2C12CC2 (centres undefined)
53) CN(CCC#N)CC(=O)Nc1ccc(S(N)(=O)=O)cc1
54) COc1ccc(NC(=O)C(c2ccc(C)cc2)N(C)C(=O)CC2NC(=O)NC2=O)cc1 (centres undefined)
55) CN(C)CCNC(=O)c1ccccc1-c1ccccc1
56) COc1ccc(C(CNCC(O)COc2c(C)ccc(C)c2C)N(C)C)cc1 (centres undefined)
entry no.	49	50	51	52	53	54	55	56
TIM10 inh	6	-15	-13	3	-18	7	-7	14
697 NFkB inh	-1	12	-12	-2	-9	11	4	-5
tim23-1 inh	-7	14	3	10	2	3	3	-1
tim10-1 inh	0	-3	-10	-1	-6	3	12	-1
Mdm2 MdmX PPI	0	0	-19	1	26	-3	-11	21
UPR XBP1 act	-2	1	-3	5	2	-1	-1	-3
UPR CHOP act	-2.7	0.9	-0.6	3.6	1.0	1.4	1.5	15
Jurkat NFkB inh	-2	8	2	4	-2	-5	6	12

57) CCN(c1ccccc1)S(=O)(=O)c1ccc(Cl)c(NC(=O)CNC(C)c2ccccc2)c1 (centres undefined)
58) Cc1ccc(C(=O)CN(CCC(=O)O)C(=O)c2ccncc2)cc1
59) Fc1ccccc1Oc1nc(-c2ccncc2)nc2ccccc12
60) Cc1cc(C)c(S(=O)(=O)N(CC(=O)O)CC(=O)O)c(C)c1
61) CCOc1cc(/C=N/NC(=O)c2ccccn2)ccc1OC(=O)c1ccc(F)cc1
62) N/C(=N\OC(=O)COc1ccc2ccccc2c1Br)c1cccnc1
entry no.	57	58	59	60	61	62
TIM10 inh	28	-8	4	6	3	8
697 NFkB inh	-2	-4	-32	-1	-5	-11
tim23-1 inh	27	-7	19	-4	20	13
tim10-1 inh	12	1	3	-4	15	-3
Mdm2 MdmX PPI	36	1	34	5	15	-26
UPR XBP1 act	-2	1	6	0	-2	0
UPR CHOP act	2.3	0.9	1.9	-0.6	2.3	1.5
Jurkat NFkB inh	2	-14	-4	-6	7	-4
